Source: PubChem BioAssay (The Scripps Research Institute Molecular Screening Center)
LYPLA1 inh = blocks human lysophospholipase 1, a PME1 counter-screen | O75608 | recombinant LYPLA1, FP-Rh probe fluorescence polarization | inhibition, % at 5.9 µM | actives 0.16% (n = 320,000);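 active = inhibition above the mean of all tested compounds plus 3 SD, set per campaign, cut at about 14% in these data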;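 also: inhibitors block serine hydrolase probe labeling of LYPLA1 so polarization falls; 0% = enzyme with DMSO and 100% = wells lacking LYPLA1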
pPAFAH inh = inhibitors of human plasma PAF acetylhydrolase (pPAFAH) | recombinant pPAFAH, FP-rhodamine probe fluorescence polarization | inhibition, % at 3.39 µM | actives 1.5% (n = 330,000) | AID 463082;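 active = inhibition above the mean inhibition across the screen plus 3 SD, cut at about 25% in these data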;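 also: inhibitors block binding of the rhodamine activity-based probe so polarization drops; 0% = enzyme with DMSO and 100% = wells lacking pPAFAH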
Target sequence (Q13093 whole entry, looked up): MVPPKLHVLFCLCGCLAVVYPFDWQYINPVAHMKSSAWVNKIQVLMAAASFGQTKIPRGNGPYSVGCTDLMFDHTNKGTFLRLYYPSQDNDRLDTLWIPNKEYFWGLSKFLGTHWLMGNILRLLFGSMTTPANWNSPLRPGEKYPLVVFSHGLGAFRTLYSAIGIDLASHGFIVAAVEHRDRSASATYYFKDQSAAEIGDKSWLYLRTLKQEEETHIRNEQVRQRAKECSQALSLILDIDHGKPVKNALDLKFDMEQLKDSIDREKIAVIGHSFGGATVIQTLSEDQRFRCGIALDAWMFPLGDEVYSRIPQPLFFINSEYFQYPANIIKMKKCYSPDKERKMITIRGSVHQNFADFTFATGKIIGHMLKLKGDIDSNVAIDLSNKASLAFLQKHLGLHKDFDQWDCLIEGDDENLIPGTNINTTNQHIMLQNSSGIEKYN
PAFAH1B3 FP inh = blocks human PAF acetylhydrolase 1B catalytic subunit 3; Q15102; recombinant PAFAH1B3, FP-rhodamine probe, fluorescence polarization; inhibition, % at 3.39 µM; actives 0.28% (n = 340,000); AID 492972;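 active = inhibition above the screen-wide average of all tested compounds plus 3 SD, cut at about 25% in these data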;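 also: 0% = enzyme with DMSO only and 100% = wells lacking PAFAH1B3 protein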
PAFAH1B2 inh = PAFAH1B2 (human) inhibition; P68402; recombinant PAFAH1B2, FP-rhodamine activity probe, fluorescence polarization; inhibition, % at 3.39 µM; actives 1.2% (n = 340,000);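 active = inhibition above the mean of all tested compounds plus 3 SD, cut at about 24% in these data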;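 also: 0% = enzyme with DMSO and 100% = wells lacking PAFAH1B2; many of its hits are not listed in these tables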
Target sequence (P68402 whole entry, looked up): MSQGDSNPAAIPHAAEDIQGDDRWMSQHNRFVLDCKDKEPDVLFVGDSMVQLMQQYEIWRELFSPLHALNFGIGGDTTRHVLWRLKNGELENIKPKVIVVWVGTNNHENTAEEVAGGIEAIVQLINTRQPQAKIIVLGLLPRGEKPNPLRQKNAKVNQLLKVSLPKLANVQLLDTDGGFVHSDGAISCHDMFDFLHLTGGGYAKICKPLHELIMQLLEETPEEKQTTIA
GSTO1 counter = blocks human GSTO1 in RBBP9 counter-screen; P78417; recombinant GSTO1, activity-based probe fluorescence polarization; inhibition, % at 5.96 µM; actives 1.1% (n = 300,000);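 active = inhibition above the campaign mean inhibition plus 3 SD, cut at about 35% in these data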;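 also: 0% = GSTO1-1 with DMSO and 100% = wells lacking GSTO1-1 enzyme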
Target sequence (P78417 whole entry, looked up): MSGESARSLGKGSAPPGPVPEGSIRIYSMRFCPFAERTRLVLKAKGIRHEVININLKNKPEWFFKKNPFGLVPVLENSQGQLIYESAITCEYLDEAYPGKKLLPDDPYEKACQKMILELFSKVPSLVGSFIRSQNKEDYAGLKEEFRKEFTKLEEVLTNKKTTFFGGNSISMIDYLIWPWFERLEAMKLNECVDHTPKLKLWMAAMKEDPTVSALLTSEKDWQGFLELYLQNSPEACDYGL
LYPLA2 counter = LYPLA2 (human) inhibition in PME1 counter-screen; actives 0.38% (n = 320,000); inhibition, % at 5.9 µM; recombinant LYPLA2, FP-Rh probe fluorescence polarization; O95372;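 active = inhibition above the screen-wide mean plus 3 SD, limit set per campaign, cut at about 26% in these data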;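 also: 0% = LYPLA2 with DMSO and 100% = wells lacking LYPLA2 enzyme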
PME-1 inh = PME-1 (human) inhibition; Q9Y570; recombinant PME-1, FP-Rh probe fluorescence polarization; inhibition, % at 5.9 µM; actives 0.53% (n = 320,000);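 active = inhibition above the campaign mean of all compounds plus 3 SD, cut at about 26% in these data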;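 also: competitive labeling of PME-1 active site by serine hydrolase directed probe; 0% = PME-1 with DMSO and 100% = wells lacking PME-1 enzyme; inhibitors block probe labeling so polarization falls and inhibition rises; many of its hits are not listed in these tables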
PAD4 FP inh = inhibitors of human PAD4. Q9UM07. recombinant PAD4, RCA probe fluorescence polarization. inhibition, % at 6.36 µM. actives 0.41% (n = 330,000);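 active = percent inhibition above a cutoff equal to the mean of all tested compounds plus 3 SD, cut at about 15% in these data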;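 also: 0% = PAD4 with RCA probe and DMSO and 100% = probe without PAD4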
PAFAH2 FP inh = inhibitors of human PAFAH2 | Q99487 | recombinant PAFAH2, FP-rhodamine activity probe, fluorescence polarization | inhibition, % at 3.39 µM | actives 0.99% (n = 340,000) | AID 492956;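 active = inhibition above the mean over all tested compounds plus 3 SD, cut at about 30% in these data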;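 also: inhibitors block probe labeling of enzyme so polarization drops; 0% = enzyme with DMSO and 100% = wells lacking PAFAH2 protein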
Starred values were filed as active, the others as inactive; nt = not tested or not shown. These rows are one share of the data. The share of hits here may be higher or lower than overall.

SMILES	LYPLA1 inh	pPAFAH inh	PAFAH1B3 FP inh	PAFAH1B2 inh	GSTO1 counter	LYPLA2 counter	PME-1 inh	PAD4 FP inh	PAFAH2 FP inh
COc1ccc(NC(=O)CC(C)C)c([N+](=O)[O-])c1	0.4	2.7	9.6	5.2	2.3	9.3	-1.6	-0.4	-5.5
O=C(Nc1ccc(O)cc1)c1ccc(NC(=O)c2cccs2)cc1	-7.8	-2.3	-1.8	0.5	-2.1	-6.2	-2.5	-4.1	1.1
CCN(CC(=O)NCc1ccncc1)S(=O)(=O)c1ccc(OC)cc1	-0.9	4.6	-0.1	-0.4	-3.5	-2.5	-5.2	-0.3	-16.8
CCOc1nc(CC(C)C)c2c(c1C#N)CC(C)(C)OC2	-0.2	-0.6	3.9	17.1	-3.4	6.8	-0.6	0.1	3.5
CCCCn1c(N)c(N(CC(C)C)C(=O)CN(C)S(=O)(=O)c2ccc(C)cc2)c(=O)[nH]c1=O	-1.8	3.5	-1.8	-1.6	-10.2	-0.3	-5.1	1.1	-5.0
Cc1cccc(C2CC(c3ccc(Br)cc3)Nc3nc(N)nn32)c1 (configuration not stated)	-1.3	-8.5	6.9	4.4	0.7	1.2	1.2	1.8	0.7
Oc1ccc2ccccc2c1C=Nc1cc(C(F)(F)F)ccc1N1CCCC1	-5.5	15.6	-5.7	5.2	19.5	0.1	1.6	-8.2	-7.3
CC(NC(=O)COC(=O)c1ccccc1F)C1CC2CCC1C2 (configuration not stated)	nt	4.7	10.7	19.0	nt	nt	nt	-4.5	75.9*
COc1ccc(C(C(=O)NC(C)(C)C)N(CCc2ccc(OC)c(OC)c2)C(=O)CCC(=O)Nc2cc(C)on2)cc1 (configuration not stated)	1.6	4.4	-0.8	7.2	2.8	1.5	5.4	2.0	5.7
CC1=NN(C(C#N)c2ccc([N+](=O)[O-])cc2)C(C)(C)C1 (configuration not stated)	2.8	-1.0	nt	nt	7.6	0.8	1.0	1.0	nt
COc1ccccc1N1CCN(C(=O)c2ccc3c(Cl)c4c(nc3c2)CCCC4)CC1	-5.1	8.9	9.0	4.8	4.5	-1.0	-2.0	2.8	1.0
CCc1cccc(NC(=O)Cc2ccc(OC)c(OC)c2)c1	0.8	3.4	-1.3	-1.7	-0.1	10.3	-6.7	-2.0	-3.4
O=c1cc(N2CCCCC2)c(-c2ccccc2)nn1Cc1ccc(Cl)cc1	-2.5	10.8	2.4	11.2	-3.5	2.0	8.4	-4.2	5.2
O=C(O)C1CCN(C(=O)CSc2nc3ccccc3c(=O)n2-c2ccc(Cl)cc2)CC1	0.8	-3.3	0.0	0.0	-0.5	-4.1	-1.2	2.9	-0.2
O=C(CC1(O)C(=O)N(CN2CCOCC2)c2ccccc21)c1ccccc1 (configuration not stated)	3.0	2.4	4.7	4.0	0.8	4.5	5.5	-5.7	9.3
Cc1cc(=O)oc2c(C)c(OC(=O)c3ccco3)ccc12	2.6	2.2	-0.6	4.2	1.2	-1.8	0.1	-1.2	-3.0
COC(=O)c1ccc2c(=O)n(CCO)c(=S)[nH]c2c1	1.7	6.5	5.1	-2.1	-2.9	0.6	0.3	2.8	9.1
COc1ccc([N+](=O)[O-])cc1NS(=O)(=O)c1cccc(C(=O)NCCCN2CCCC2=O)c1	nt	-4.8	5.5	2.7	nt	nt	nt	0.0	7.6
Cc1ccc(C)c(NS(=O)(=O)c2cc(C(=O)NCc3ccccn3)ccc2C)c1	-1.1	4.7	5.6	2.2	3.5	5.1	3.5	1.5	0.1
CCNC(=O)COC(=O)c1ccc(S(=O)(=O)N2CCCCCC2)cc1	-0.8	12.2	0.6	9.1	0.4	-1.2	2.9	2.1	13.1
CCOC(=O)c1cnc(-c2ccccc2)nc1-c1ccccc1	-1.1	3.5	3.2	3.2	-2.2	1.1	2.5	0.8	-1.1
O=C(CNS(=O)(=O)c1ccccc1)N1CCCC1	5.2	3.1	3.8	-1.4	-3.1	9.6	3.7	-2.3	-4.8
Cc1ccc(C(=O)Nc2sc3c(c2C(=O)O)CCC(C)C3)o1 (configuration not stated)	nt	13.6	3.8	7.7	nt	nt	nt	0.7	11.8
CCCCc1cc(C(=O)Cc2ccccn2)c(O)cc1O	-1.8	1.6	3.2	1.1	9.2	2.7	-2.4	-1.6	-1.9
CS(=O)(=O)c1nc(S(=O)(=O)c2ccc(Cl)cc2)c(NCc2ccccn2)s1	-3.0	-0.5	9.4	6.9	-13.0	-4.8	-0.6	-2.7	0.8
O=C(O)CCCCCCCCc1cn(CC2CCCCC2)nn1	1.6	-5.5	4.6	1.8	8.2	1.0	1.9	-3.4	7.1
CC(C)OC(=O)c1c(NC(=O)Cn2cnc([N+](=O)[O-])n2)sc2c1CCCC2	-1.4	3.2	6.2	-3.6	17.5	6.3	2.5	3.9	0.5
O=C(CCCN1C(=O)c2cccc3cccc(c23)C1=O)Nc1ccon1	-1.8	-2.7	nt	nt	9.3	-1.2	0.6	-0.6	nt
COc1ccccc1CN(CC(=O)NCC1CCCO1)C(=O)CNS(=O)(=O)c1ccc(C)cc1 (configuration not stated)	-3.0	-2.5	4.8	3.0	15.6	1.9	1.1	6.8	-3.6
CCCN(CCC)CCNC(=O)c1cc2c(-c3ccc(Cl)cc3)nn(C)c2s1	-16.2	-0.3	-3.9	-1.3	-0.9	-10.8	-5.2	0.0	-1.1
N#Cc1ccccc1S(=O)(=O)N1CCN(CC(=O)NCC2(N3CCOCC3)CCCCC2)CC1	1.9	-2.1	9.2	6.0	nt	3.5	1.3	-2.8	0.8
Cc1cc(C(=O)CSc2nnnn2-c2ccccc2)c(C)n1-c1ccc2c(c1)OCO2	-2.7	4.0	-1.6	-0.5	7.5	5.2	-7.3	0.1	-6.2
O=C(CN1C(=O)NC2(CCCC2)C1=O)NCCC1=CCCCC1	0.4	0.0	12.6	4.4	-1.9	3.4	0.1	-2.8	7.7
O=C(/C=C/c1cccs1)Nc1ccc(N2CCOCC2)c(S(=O)(=O)Nc2cc(Cl)ccc2Cl)c1	-3.3	7.3	-5.4	-1.4	-2.1	1.1	-6.2	-2.5	0.7
Cc1ccccc1-n1nc2c(c1NC(=O)c1c(-c3ccccc3Cl)noc1C)CS(=O)(=O)C2	-1.6	1.3	2.7	-3.4	-4.5	-3.7	0.3	-2.3	4.3
Cc1ccccc1-c1nc(CS(=O)CC(=O)NC2CCCC2)c(C)o1 (configuration not stated)	2.4	5.0	-1.5	3.0	0.5	6.0	3.8	2.3	7.3
COc1ccc(-c2nc3c(n2O)CCC/C3=N\O)cc1	-2.2	1.6	3.0	1.4	8.2	-3.4	2.6	-1.9	2.5
COc1ccc2nc(C)cc(Sc3nc4ccccc4s3)c2c1	-2.0	1.6	9.1	6.3	-6.3	-1.3	-9.3	14.5	4.1
COc1ccc(-n2c(=O)c3ccccc3n(CC(=O)Nc3cc(C)on3)c2=O)cc1OC	-0.2	-0.8	-5.2	2.8	-5.7	0.7	0.8	-1.5	6.6
Cc1ccnc2nc(C(=O)Nc3ccc(S(=O)(=O)N4CCCC4)cc3)nn12	4.1	0.7	-0.3	-1.3	0.4	-1.8	-0.5	-5.1	2.9
Cc1cccc(C)c1NC(=O)CN(C)C(=O)Cn1c(=O)cnc2ccccc21	3.9	7.8	4.0	1.8	-4.1	-0.5	-0.6	4.8	-1.4
CC(C)C(=O)Nc1nnc(SCC(=O)NC2CCCC2)s1	6.2	8.7	5.2	3.4	3.6	2.6	0.4	1.3	0.8
COc1ccc(NC(=O)CNc2ccccc2C(C)=O)cc1S(=O)(=O)N1CCOCC1	nt	1.1	8.7	9.8	nt	nt	nt	-5.5	12.5
COc1ccc([C@H]2CC(=O)C=C(c3cccc(Br)c3)C2)cc1	-0.1	5.6	-4.0	1.5	nt	4.8	0.8	-2.7	-6.2
Cc1ccc(-c2cc(C(=O)OCC(=O)Nc3cc(C)on3)c3ccccc3n2)c(C)c1	-5.4	-1.3	-6.0	0.7	-1.6	-5.7	0.5	-2.2	-0.6
CC1=C([N+](=O)[O-])C(c2ccccc2Cl)NC(=O)N1C (configuration not stated)	-0.2	1.2	7.5	5.2	6.0	-0.5	-1.5	-1.2	3.1
CCCCC(=O)OCC(=O)c1cc(C)n(-c2c(C)n(C)n(-c3ccccc3)c2=O)c1C	2.6	2.8	-1.6	3.0	4.4	-6.1	-1.0	-2.5	2.2
O=C(c1ccc2ccccc2c1)C1CCCN(C(=O)CN2C(=O)CSC2=O)C1 (configuration not stated)	2.1	5.5	0.8	-0.2	-2.7	7.5	-0.1	0.6	9.8

By substructure, the entries above containing a furan ring, fused or not (two)
SMILES	LYPLA1 inh	pPAFAH inh	PAFAH1B3 FP inh	PAFAH1B2 inh	GSTO1 counter	LYPLA2 counter	PME-1 inh	PAD4 FP inh	PAFAH2 FP inh
Cc1cc(=O)oc2c(C)c(OC(=O)c3ccco3)ccc12	2.6	2.2	-0.6	4.2	1.2	-1.8	0.1	-1.2	-3.0
Cc1ccc(C(=O)Nc2sc3c(c2C(=O)O)CCC(C)C3)o1 (configuration not stated)	nt	13.6	3.8	7.7	nt	nt	nt	0.7	11.8

Other entries
SMILES	LYPLA1 inh	pPAFAH inh	PAFAH1B3 FP inh	PAFAH1B2 inh	GSTO1 counter	LYPLA2 counter	PME-1 inh	PAD4 FP inh	PAFAH2 FP inh
Cn1c(=O)c2c3c(sc2n2cnnc12)CCC3	-2.5	1.7	4.7	3.5	-12.6	2.4	2.5	-8.0	-6.8
CC1(C)NC(C)(C)/C(=C\c2cccs2)C(=O)C1=O	-2.2	1.5	-1.8	-3.1	9.3	1.6	-8.1	-4.2	-6.3
O=C1c2ccccc2C(O)N1Cc1ccc2c(c1)OCO2 (configuration not stated)	4.6	7.6	1.0	4.1	5.8	9.3	-1.4	1.5	3.7
COc1ccc(NC(=O)CSc2nnc(-c3ccncc3)o2)c([N+](=O)[O-])c1	0.2	1.5	3.9	-1.6	1.2	-1.3	5.9	-2.2	10.6

Structures listed so far that have a nitro group on carbon:
SMILES	LYPLA1 inh	pPAFAH inh	PAFAH1B3 FP inh	PAFAH1B2 inh	GSTO1 counter	LYPLA2 counter	PME-1 inh	PAD4 FP inh	PAFAH2 FP inh
COc1ccc(NC(=O)CC(C)C)c([N+](=O)[O-])c1	0.4	2.7	9.6	5.2	2.3	9.3	-1.6	-0.4	-5.5
CC1=NN(C(C#N)c2ccc([N+](=O)[O-])cc2)C(C)(C)C1 (configuration not stated)	2.8	-1.0	nt	nt	7.6	0.8	1.0	1.0	nt
COc1ccc([N+](=O)[O-])cc1NS(=O)(=O)c1cccc(C(=O)NCCCN2CCCC2=O)c1	nt	-4.8	5.5	2.7	nt	nt	nt	0.0	7.6
CC(C)OC(=O)c1c(NC(=O)Cn2cnc([N+](=O)[O-])n2)sc2c1CCCC2	-1.4	3.2	6.2	-3.6	17.5	6.3	2.5	3.9	0.5
CC1=C([N+](=O)[O-])C(c2ccccc2Cl)NC(=O)N1C (configuration not stated)	-0.2	1.2	7.5	5.2	6.0	-0.5	-1.5	-1.2	3.1
COc1ccc(NC(=O)CSc2nnc(-c3ccncc3)o2)c([N+](=O)[O-])c1	0.2	1.5	3.9	-1.6	1.2	-1.3	5.9	-2.2	10.6
